Screening data as filed in PubChem.
LDHA inh: qHTS assay for inhibitors of human lactate dehydrogenase; purified LDHA, NADH/diaphorase-resazurin fluorescence; active compounds read low; activity change, % (values are at about 110 or 230 µM); actives 0.15% (n = 480,000); AID 1347041, 2019; in the data active = activity change below about -30%; inconclusive = mostly about -25% to -30%;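 also: plate controls were DMSO wells for no effect and wells without enzyme for full effect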
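LDH5 2 nM; NADH 0.06 mM, pyruvate 0.2 mM; 200 mM Tris pH 7.4, EDTA, Tween-20; 5 min RT. Detection: diaphorase 0.133 mg/mL + resazurin 37 µM, fluorescence ex540/em590 at 0 and 20 min; normalized to enzyme-free and DMSO wells.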
Anesthetic bind: qHTS Assay for Identification of Novel General Anesthetics; Potency, µM (titrated, usually from 77.5 µM), for the others: at the top dose activity change, negative = displacement, hits mostly inhibitors; apoferritin/1-aminoanthracene competitive binding, fluorescence; actives 0.074% (n = 350,000); Ferritin light chain (Equus caballus), P02791; also: potency is read from the fitted curve at half-maximal effect; % is scaled to controls: 0 for no effect and ±100 for the full control effect; nearly all actives have a fitted effect of over 20% in size
Target sequence (P02791 2-175 limits assumed): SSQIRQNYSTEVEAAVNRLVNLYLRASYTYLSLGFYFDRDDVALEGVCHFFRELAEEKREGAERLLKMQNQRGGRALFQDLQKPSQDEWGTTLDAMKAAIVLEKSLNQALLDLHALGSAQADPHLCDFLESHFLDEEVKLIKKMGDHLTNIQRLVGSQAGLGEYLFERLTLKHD
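Horse-spleen apoferritin (10 uM) in 50% saturated 1-aminoanthracene in PBS was incubated 10 min at room temperature with compound. Fluorescence (ex 380, em 535 nm) was normalized to free and bound 1-AMA, with concentration-response fitted by a four-parameter Hill equation.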
GRP78 ERSR act: qHTS for Inducers of the Endoplasmic Reticulum Stress Response (ERSR) in Human Glioma: qHTS; U87-MG GRP78 promoter luciferase reporter, 16 h; Potency, µM, for inactives: at the top dose activation, hits mostly activators; actives 0.02% (n = 420,000); also: potency is read from the fitted curve at half-maximal effect; series mostly up to about 76 µM; % of control where 0% means no effect; nearly all actives have a fitted effect of over 35% in size
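ERSR induction read as luciferase luminescence (Bright-Glo, 10 min at room temperature) in stably transfected human U87-MG glioma cells exposed to compounds for 16 h, using GRP78 as sensor.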
BLM inh: qHTS Assay for Inhibitors of Bloom's syndrome helicase (BLM). RecQ-like DNA helicase BLM (Homo sapiens), P54132. recombinant BLM DNA unwinding, fluorescence dequenching. Potency, µM (titrated, usually from 56.1 µM), inactives show at the top dose activity change, negative = inhibition, actives largely listed as inhibitors. actives 0.2% (n = 350,000). AID 2528, 2010;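 also: potency is read from the fitted curve at half-maximal effect; plate controls were vehicle for no effect and no enzyme for full effect; nearly all actives have a fitted effect of over 35% in size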
APEX1 inh: qHTS Assay for Inhibitors of the Human Apurinic/apyrimidinic Endonuclease 1 (APE1) | recombinant APE1, TAMRA/BHQ-2 abasic DNA cleavage fluorescence | actives 0.35% (n = 350,000) | AID 2517, 2012 | Potency, µM (doses to about 65.8 µM), without a hit: at the highest dose activity change, negative = inhibition, most hits filed as inhibitors | DNA repair nuclease/redox regulator APEX1 (Homo sapiens), P27695;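 also: potency is read from the fitted curve at half-maximal effect; plate controls were vehicle for no effect and reference inhibitor for full effect; nearly all actives have a fitted effect of over 55% in size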
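Enzyme (0.75 nM final) and test compound are incubated 15 min at room temperature before adding 50 nM quenched THF abasic-site duplex. Cleavage dequenches TAMRA, followed at 525/598 nm over three reads one minute apart.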
POLB inh: qHTS Assay for Inhibitors of DNA Polymerase Beta | P06746 | Potency, µM (series often up to 114 µM), for inactives: at the highest dose activity change, negative = inhibition, usual class: inhibitors | Pol beta primer extension/strand displacement, fluorescence kinetic | actives 1.3% (n = 340,000) | AID 485314, 2010; also: potency is read from the fitted curve at half-maximal effect; % is scaled to controls: 0 for no effect and ±100 for the full control effect
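Curves were derived by four-parameter Hill fits of normalized qHTS data. The kinetic fluorescent primer-extension read was taken at 0 and 10 min after 50 nM substrate, following a 15 min room-temperature preincubation of 10 nM enzyme with compounds.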
Pol kappa inh: qHTS for Inhibitors of Polymerase Kappa. DNA polymerase kappa (Homo sapiens), Q9UBT6. purified Pol kappa, fluorescent DNA synthesis assay, 10 min. Potency, µM (top dose mostly 107 µM), for inactives: top-dose activity, negative = inhibition, usual class: inhibitors. actives 0.53% (n = 400,000). AID 588579, 2011; also: potency is read from the fitted curve at half-maximal effect; % is scaled to controls: 0 for no effect and ±100 for the full control effect
Target sequence (Q9UBT6 whole entry, looked up): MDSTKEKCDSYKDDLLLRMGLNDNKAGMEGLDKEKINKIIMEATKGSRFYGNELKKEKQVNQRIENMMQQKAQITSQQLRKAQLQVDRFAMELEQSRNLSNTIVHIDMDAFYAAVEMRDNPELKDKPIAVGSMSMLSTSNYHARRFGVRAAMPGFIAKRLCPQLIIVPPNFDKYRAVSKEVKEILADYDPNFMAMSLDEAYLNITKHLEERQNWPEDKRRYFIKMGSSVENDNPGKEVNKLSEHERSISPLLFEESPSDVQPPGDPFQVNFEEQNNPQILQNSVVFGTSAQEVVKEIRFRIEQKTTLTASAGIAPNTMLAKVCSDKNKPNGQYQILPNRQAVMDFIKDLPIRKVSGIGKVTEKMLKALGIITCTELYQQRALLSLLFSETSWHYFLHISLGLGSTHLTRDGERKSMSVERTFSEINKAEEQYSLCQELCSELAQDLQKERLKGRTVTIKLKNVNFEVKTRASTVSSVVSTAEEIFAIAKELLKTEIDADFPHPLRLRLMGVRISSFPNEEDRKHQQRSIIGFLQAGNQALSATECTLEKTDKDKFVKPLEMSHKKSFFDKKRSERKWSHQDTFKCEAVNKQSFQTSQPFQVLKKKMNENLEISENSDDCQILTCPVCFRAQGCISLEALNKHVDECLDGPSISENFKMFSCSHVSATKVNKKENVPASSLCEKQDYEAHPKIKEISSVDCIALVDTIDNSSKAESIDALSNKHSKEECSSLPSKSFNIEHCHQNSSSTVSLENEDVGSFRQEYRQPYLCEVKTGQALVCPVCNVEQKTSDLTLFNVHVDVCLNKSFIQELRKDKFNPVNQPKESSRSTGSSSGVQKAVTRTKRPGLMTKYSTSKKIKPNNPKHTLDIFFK
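Here, compound and 10 nM enzyme are combined for 15 min at room temperature; adding 50 nM substrate (final) starts DNA synthesis, tracked by fluorescence at 0 and 10 min against buffer-only wells.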
POLH inh: qHTS for Inhibitors of Polymerase Eta. DNA polymerase eta (Homo sapiens), Q9Y253. Potency, µM (highest dose often 114 µM), without a hit: at the top dose activity change, negative = inhibition, most hits filed as inhibitors. actives 1.2% (n = 390,000). recombinant Pol eta, fluorescent DNA replication assay; also: potency is read from the fitted curve at half-maximal effect; % is scaled to controls: 0 for no effect and ±100 for the full control effect
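Pol eta (10 nM) was preincubated with compounds for 15 min at room temperature, after which fluorescent replication substrate (50 nM final) was added to start the reaction. Fluorescence was read kinetically at 0 and 10 min.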
Pol iota inh: qHTS for Inhibitors of Polymerase Iota | DNA polymerase iota (Homo sapiens), Q9UNA4 | Pol iota fluorescent replication assay, 10 min | Potency, µM (top dose mostly 115 µM), for inactives: at the top dose activity, negative = inhibition, usual class: inhibitors | actives 1% (n = 390,000) | AID 588590, 2011; also: potency is read from the fitted curve at half-maximal effect
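Fluorescent replication assay read twice, at 0 min and 10 min after adding 50 nM (final) substrate. Enzyme (10 nM) and compounds were first incubated 15 min at room temperature; enzyme-free buffer wells were negative controls.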
An asterisk follows results filed as active; ? = inconclusive; . = not tested or not shown; [ ] = another dose, or the depositor's remark. Unless noted, calls follow the shape of the dose curve; as a rule, active = well fitted curve in the direction sought with a large enough effect; inconclusive = small, poorly fitted or top-dose-only effect, or another doubt; inactive = no such curve, though single readings can be large; an effect the other way counts as inactive or inconclusive. Some of the compounds tested; count on the stated rates, not on these rows.

Each structure is followed by: LDHA inh	Anesthetic bind	GRP78 ERSR act	BLM inh	APEX1 inh	POLB inh	Pol kappa inh	POLH inh	Pol iota inh
[1] CC(C)(C)c1ccc(C(=O)CCC(=O)NCc2ccccc2)cc1
→ -2	.	-2%	.	6%	.	-14%	?	22%
[2] Cc1cccc(C(=O)OCC(=O)NC(C)C2CC3CCC2C3)c1O (configuration not stated)
→ -12	.	1%	.	21%	.	-14%	-7%	6%
[3] CC(=O)Nc1ccc(C(=O)NC(CC(=O)O)c2ccc(Cl)cc2)cc1 (configuration not stated)
→ -5	-7%	-5%	-3%	22%	11%	-16%	-1%	-2%
[4] Cc1ncc(CO)c(/C=N/NC(=S)Nc2ccc(Cl)c(Cl)c2)c1O
→ 2	3%	-3%	-4%	12%	19%	0%	-8%	-18%
[5] [2H]c1c([2H])c([2H])c(-c2nc(N3CCCCCC3)sc2C(=O)c2ccccc2)c([2H])c1[2H]
→ 1	-17%	-1%	-7%	1%	1%	-14%	-23%	10%
[6] COc1cc(OC)cc(/C(N)=N/O)c1
→ -8	3%	-1%	-8%	19%	13%	-3%	-3%	151%[activator]
[7] Cc1ccc2nc(SCC(=O)N(CC(C)C)c3c(N)n(CC(C)C)c(=O)[nH]c3=O)[nH]c2c1
→ -3	-14%	0%	-1%	14%	-2%	-12%	-13%	22%
[8] O=C(NNc1ncnc2c1cnn2-c1ccccc1)c1ccccc1
→ 2	-11%	1%	2%	.	2%	0%[60.1 µM]	-13%	-3%
[9] Cc1cccc(CCNC(=O)C2CCN(S(=O)(=O)c3ccccc3)CC2)c1
→ -4	-13%	-4%	-3%	4%	13%	-1%	-3%	142%[activator]
[10] COc1ccc(N(CC(=O)Nc2ccc(OC)c(Cl)c2)S(=O)(=O)c2c(C)noc2C)cc1
→ 0	13%	-4%	-9%	-5%	-1%	1%	?	-4%
[11] COc1ccc(OC)c(NC(=O)COC(=O)c2n[nH]c3ccccc23)c1
→ -2	.	0%	.	-12%	.	2%	-21%	8%
[12] CC(NCC(=O)Nc1ccccc1C(=O)NC1CC1)c1cccc(Cl)c1 (configuration not stated)
→ -3	.	-3%	.	0%	.	-4%	?	-7%
[13] S=c1nc(NCc2cccc(Cl)c2)c2ccccc2[nH]1
→ -1	-5%	-4%	-7%	54%[activator]	-8%	11%	1%	23%
[14] CCCCN(C1CCS(=O)(=O)C1)S(=O)(=O)c1ccc(C(C)C)cc1 (configuration not stated)
→ -1	.	-4%	.	39%	.	0%	?	6%
[15] COc1ccc(S(=O)(=O)N2CCCCC2)cc1NC(=O)CNc1ccccc1N1CCCC1=O
→ -17	.	-7%	.	32%	.	-2%	-12%	15%
[16] CCOc1ccc(NC(=O)CSc2nnc(CNC(=O)c3cccs3)o2)cc1
→ -8	-5%	-1%	-4%	-8%	17%	-3%	-4%	8%
[17] O=C(NC1CCCCC1)C(c1ccco1)N(C(=O)C(F)(F)F)C1CC1 (configuration not stated)
→ -2	-4%	-1%	1%	3%	7%	-1%	-11%	10%
[18] CSCC[C@H](NC(=O)N1CCn2c1nc1ccccc12)C(=O)NCc1ccc(C)cc1
→ -2	2%	-3%	-9%	11%	5%	-14%	-11%	-24%
[19] CN(C)CC1CCC/C(=C/c2ccc(Cl)cc2)C1=O (configuration not stated)
→ -3	.	5%	.	.	.	-8%	?	14%
[20] CCCC(=O)N1CCN(Cc2ccc3c(c2)OCO3)CC1
→ -4	5%	-4%	5%	9%	56%	-7%	-9%	12%
[21] CC(C)c1ccc(NC(=O)CCCN2C(=O)NC(C)(C)C2=O)cc1
→ -11	.	-4%	.	3%	.	-11%	-17%	15%
[22] CCOc1cc(N2CCOCC2)c(OCC)cc1NC(=O)COC(=O)c1ccc(Cl)nc1
→ -9	.	1%	.	1%	.	0%	5%	11%
[23] COc1ccccc1CN(C)C(=O)COC(=O)c1c(C)noc1C
→ -2	.	-2%	.	-9%	.	-18%	1%	20%
[24] O=C1CCCc2nc(N3CCc4ccccc43)ncc21
→ -7	-14%	11%	1%	-2%	0%	-11%	-5%	0%
[25] Cc1c(C(=O)N2CCNCC2)oc2ccccc12
→ -5	4%	-5%	2%	6%	4%	1%	-10%	43%[activator]
[26] Cc1ccc(CNC(=O)C(Cc2ccccc2)NS(=O)(=O)c2cccs2)cc1 (configuration not stated)
→ -4	-13%	-3%	-1%	-4%	-3%	-6%	-4%	1%
[27] CCOC(=O)c1nc(-c2ccc3c(c2)OCO3)[nH]c1C
→ -6	-1%	5%	1%	-5%	-24%	-1%	-8%	-11%
[28] CCCCOC(=O)c1ccc(NC(=O)c2cnc3ccc(C)cn3c2=O)cc1
→ -15	4%	-4%	-5%	.	39%	15%	-2%	-1%
[29] COc1ccccc1C1/C(=C(/O)c2ccc(OC(C)C)cc2)C(=O)C(=O)N1c1cc(C)on1 (configuration not stated)
→ -3	?	-5%	-3%	2%	-12%	-5%	3%	3%
[30] N#Cc1ccccc1OCC(=O)NC(=O)NC1CCS(=O)(=O)C1 (configuration not stated)
→ -1	.	-2%	.	36%	.	-12%	-4%	5%

Whole records, quoted from the list. Values in the order: LDHA inh | Anesthetic bind | GRP78 ERSR act | BLM inh | APEX1 inh | POLB inh | Pol kappa inh | POLH inh | Pol iota inh
Entry for CSCC[C@H](NC(=O)N1CCn2c1nc1ccccc12)C(=O)NCc1ccc(C)cc1 → -2 | 2% | -3% | -9% | 11% | 5% | -14% | -11% | -24%
Entry for Cc1c(C(=O)N2CCNCC2)oc2ccccc12 → -5 | 4% | -5% | 2% | 6% | 4% | 1% | -10% | 43%[activator]
Entry for N#Cc1ccccc1OCC(=O)NC(=O)NC1CCS(=O)(=O)C1 (configuration not stated) → -1 | . | -2% | . | 36% | . | -12% | -4% | 5%
Entry for O=C(NC1CCCCC1)C(c1ccco1)N(C(=O)C(F)(F)F)C1CC1 (configuration not stated) → -2 | -4% | -1% | 1% | 3% | 7% | -1% | -11% | 10%
Entry for CCCCOC(=O)c1ccc(NC(=O)c2cnc3ccc(C)cn3c2=O)cc1 → -15 | 4% | -4% | -5% | . | 39% | 15% | -2% | -1%

The listing continues.
entry | compound | LDHA inh | Anesthetic bind | GRP78 ERSR act | BLM inh | APEX1 inh | POLB inh | Pol kappa inh | POLH inh | Pol iota inh
31 | Cc1ccc(OCCSc2nc(NC(C)C)nc(NC(C)C)n2)cc1 | -3 | 2% | -4% | -17% | 0% | -27% | -10% | ? | 13%
32 | O=C(COC(=O)C12CC3CC(CC(O)(C3)C1)C2)Nc1ccccc1OC(F)F | 0 | ? | -2% | -2% | 3% | -1% | 2% | -5% | 5%
33 | O=S(=O)(Nc1nc2ccccc2nc1Cl)c1ccc(Cl)cc1 | -3 | 4% | -4% | 2% | -1% | ? | -8% | -22% | 137%[activator]
34 | C=CCn1c(SCC(=O)Nc2ccc(O)cc2)nc2sc(C)c(C)c2c1=O | -7 | . | -3% | . | . | . | -36% | ? | ?
35 | C#CCOC(=O)c1csc2nnsc12 | -5 | 8% | -4% | 6% | 14% | 30% | -6% | -20% | 9%
36 | N#CCc1c[nH]c2ccc([N+](=O)[O-])cc12 | -5 | . | -7% | . | . | . | -1% | -6% | 44%[activator]
37 | CC1=C(C(N)=O)C(c2ccccc2F)NC(=O)N1 (configuration not stated) | -1 | 0% | -2% | -9% | 5% | 3% | -14% | -11% | 1%
38 | O=C(O)C1=C(C2CCCCC2)C(=O)c2ccccc21 | -3 | . | -6% | . | . | . | -7% | -7% | 1%
39 | O=C(COC(=O)c1cccc(Cl)c1)NC1CCS(=O)(=O)C1 (configuration not stated) | -1 | . | -5% | . | 3% | . | 5% | -14% | 27%
40 | COc1cc(OC)cc(-c2c(-c3cccs3)c3cc(-c4cc(OC)c(OC)c(OC)c4)ccc3n2C)c1 | -6 | . | -7% | . | -15% | . | -11% | -8% | -1%
41 | Cc1nc2c(C)cccn2c1/C(O)=C1\C(=O)C(=O)N(CCN(C)C)C1c1ccccc1 (configuration not stated) | -3 | -3% | -5% | -2% | 8% | 10% | -5% | -12% | 106%[activator]
42 | O=C(NNS(=O)(=O)c1ccc2ccccc2c1)c1cccnc1 | 4 | 0% | -4% | -4% | 4% | 1% | -37% | -11% | -18%
43 | CCCn1nc2cc(C(=O)NCc3ccc(C)cc3)ccc2c1OC | -6 | -4% | -4% | 0% | 0% | 20% | -10% | 0% | 0%
44 | CCOC(=O)CNC(=O)CSc1ccc(-c2nc3ccccc3[nH]2)cn1 | -12 | -10% | 5% | -9% | -16% | -18% | 4% | -16% | -10%
45 | CCc1cc2c(N[C@@H](C)C(=O)O)ncnc2s1 | -12 | -10% | -5% | -1% | 4% | 24% | -4% | -13% | 5%
46 | O=C(CN1C(=O)c2ccccc2C1=O)NCC(=O)OCC(=O)c1ccc(Br)cc1 | -4 | -17% | -5% | -8% | 2% | ? | -7% | -8% | 17%
47 | COc1ccc(CN(Cc2cccn2C)S(=O)(=O)c2ccccc2)cc1 | -3 | 7% | -3% | -8% | -7% | -18% | -11% | -22% | 141%[activator]
